Source: PubChem BioAssay
RPL19A-GFP yeast: alters RPL19A-GFP fluorescence in TOR pathway yeast screen; S. cerevisiae RPL19A-GFP strain, flow cytometry, 3 h; stronger effect = lower value; percent response vs DMSO, % at 10 µM; actives 0.3% (n = 330,000); AID 2025;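 active = percent response vs DMSO below 50%; inconclusive = fewer than 70 events counted for the yeast strain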;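 also: median channel GFP fluorescence of the barcoded RPL19A-GFP strain; ratio of sample median GFP to plate DMSO average so 100% = DMSO; lower means less RPL19A-GFP as with rapamycin TOR inhibition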
AHR activator: activates the human aryl hydrocarbon receptor | P35869 | AHR-responsive luciferase reporter cells, luminescence | activation, % at 5 µM | actives 2.5% (n = 320,000); in the data active = activation above about 47%;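 also: 0% = vehicle wells and 100% = reference agonist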
Target sequence (P35869 whole entry, looked up): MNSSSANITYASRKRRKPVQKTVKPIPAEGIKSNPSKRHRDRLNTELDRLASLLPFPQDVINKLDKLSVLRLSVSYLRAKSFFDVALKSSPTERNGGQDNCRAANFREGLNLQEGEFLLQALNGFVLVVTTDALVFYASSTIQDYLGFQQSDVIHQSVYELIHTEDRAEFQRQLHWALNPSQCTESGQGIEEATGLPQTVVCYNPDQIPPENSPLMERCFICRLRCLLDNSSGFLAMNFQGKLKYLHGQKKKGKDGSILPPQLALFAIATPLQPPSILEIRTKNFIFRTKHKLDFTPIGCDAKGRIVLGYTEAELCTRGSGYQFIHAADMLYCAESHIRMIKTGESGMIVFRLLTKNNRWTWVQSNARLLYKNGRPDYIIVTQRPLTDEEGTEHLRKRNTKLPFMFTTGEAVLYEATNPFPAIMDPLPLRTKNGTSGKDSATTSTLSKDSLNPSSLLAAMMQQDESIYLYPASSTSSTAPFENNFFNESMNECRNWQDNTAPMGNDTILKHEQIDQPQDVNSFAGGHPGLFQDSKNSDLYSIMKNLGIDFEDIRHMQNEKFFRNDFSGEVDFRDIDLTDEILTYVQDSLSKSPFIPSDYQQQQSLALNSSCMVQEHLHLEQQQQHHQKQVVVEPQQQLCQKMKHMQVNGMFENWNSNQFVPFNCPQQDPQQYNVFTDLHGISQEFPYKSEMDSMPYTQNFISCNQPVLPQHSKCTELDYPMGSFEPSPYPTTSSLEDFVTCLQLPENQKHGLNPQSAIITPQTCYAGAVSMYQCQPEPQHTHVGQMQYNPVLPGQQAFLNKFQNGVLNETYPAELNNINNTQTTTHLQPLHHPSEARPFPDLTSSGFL
CIT2-GFP yeast: alters CIT2-GFP fluorescence in TOR pathway yeast screen; S. cerevisiae CIT2-GFP strain, flow cytometry, 3 h; 100 means same as DMSO wells; GFP response vs DMSO, % at 10 µM; actives 0.065% (n = 320,000);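 active = GFP response relative to DMSO above a set limit, near the screen mean plus 3 SD, cut at about 150% in these data; inconclusive = Fewer than 70 cells measured for a yeast strain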;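 also: ratio of well median GFP fluorescence to mean of DMSO wells on the plate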
AGP1-GFP MLPCN: alters AGP1-GFP fluorescence in TOR pathway yeast screen | S. cerevisiae AGP1-GFP multiplex flow cytometry, 3 h; GFP as percent of DMSO wells | GFP response vs DMSO, % at 10 µM | actives 0.02% (n = 320,000) | AID 2066;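 active = GFP response relative to DMSO above a set limit, near screen average plus 3 SD, cut at about 150% in these data; inconclusive = fewer than 70 cells counted for the yeast strain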;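 also: median GFP channel fluorescence of the gated AGP1 strain per well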
LAP4-GFP MLPCN: modulators of TOR pathway LAP4-GFP in S. cerevisiae | S. cerevisiae LAP4-GFP multiplex, flow cytometry GFP, 3 h; median GFP as percent of DMSO wells | AID 2023 | GFP response vs DMSO, % at 10 µM | actives 0.34% (n = 320,000);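 active = GFP response vs DMSO above a set limit, about the screen mean plus 3 SD, cut at about 150% in these data; inconclusive = under 70 cell events counted for the yeast strain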
Efflux pump mplx: antifungal efflux pump inhibition, Nile Red retention; S. cerevisiae Candida pump triplex; inhibition, % at 10 µM; actives 0.44% (n = 330,000); AID 485275;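 active = plate passing quality check with inhibition over a set limit, or well fluorescence over plate mean plus 4 SD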;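 also: Nile Red retained in pooled yeast measured as flow cytometry median fluorescence; 0% = buffer negative control and 100% = Enniatin B positive control; higher means more Nile Red kept so more efflux inhibition; some compounds called inactive have numbers as strong as hits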
MEP2-GFP yeast: alters MEP2-GFP fluorescence in TOR pathway yeast screen | S. cerevisiae MEP2-GFP strain, flow cytometry GFP, 3 h; 100% = DMSO control level | GFP response vs DMSO, % at 10 µM | actives 0.51% (n = 330,000) | AID 2016;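 active = GFP response versus DMSO above a set limit, roughly screen mean plus 3 SD, cut at about 180% in these data; inconclusive = fewer than 70 cells counted for a yeast strain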;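 also: median GFP fluorescence of the barcode-gated MEP2-GFP cells per well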
Yeast superoxide: lowers age-related superoxide in aged yeast cells | S. cerevisiae aged cells, superoxide DHE fluorescence; stronger effect = lower value | superoxide response (% of plate mean), % at 10 µM | actives 0.18% (n = 330,000);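 active = superoxide response under a set limit, about three screen SD below normal, cut at about 65% in these data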;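 also: yeast aged for seven days with compound at 30 °C before DHE staining; 100% = average MFI of all compound-treated wells on the plate with controls excluded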
Numbers without * were called inactive; ? = inconclusive; . = no result given; [ ] = dose if it differs, or a comment. This is a random part of the collection, and some 3.9% of all compounds hit somewhere here.

SMILES	RPL19A-GFP yeast	AHR activator	CIT2-GFP yeast	AGP1-GFP MLPCN	LAP4-GFP MLPCN	Efflux pump mplx	MEP2-GFP yeast	Yeast superoxide
Cc1ccc(NC(=S)N(CCN(C)C)Cc2cccs2)c(C)c1	102	0	98	103	109	0.0	105	100
Cc1ccc(C(=O)NCCC(=O)NCc2cc(=O)n(C)c(=O)n2C)cc1	102	0	109	104	106	-0.2	104	91
Cc1cccc(NC(=O)CSCC(=O)N2CCCc3ccccc32)c1	99	5	96	106	101	0.1	100	102
Cc1ccc(C)c(N(CC(=O)NCc2ccco2)C(=O)CNS(=O)(=O)c2ccc(F)cc2)c1	98	1	103	100	102	-0.1	116	95
O=c1cc(O)c2c(=O)n(-c3ccccc3)c3ccccc3c2o1	110	1	93	98	125	-0.1	98	75
Cc1cccc2nc(CSc3nncn3-c3ccccc3)cn12	94	1	101	98	102	0.0	101	86
N#CC1=C(N)Oc2n[nH]c(-c3cccs3)c2C1c1ccco1 (configuration not stated)	87	3	92	93	105	0.1	91	99
CCn1c(C)nc2cc(C(N)=O)ccc21	105	0	105	107	91	0.0	105	89
Cc1cccc2nc(CSc3ccccc3C(=O)O)cn12	108	6	101	102	90	0.2	104	85
Cc1ccc2c(c1)c1c(n2CCc2ccc(C)nc2)CCN(C)C1	98	5	100	96	103	0.1	107	87
CCCCCC(=O)N1CCN(CCN=CC2=C(O)CC(c3ccco3)CC2=O)CC1 (configuration not stated)	97	0	98	99	91	0.0	93	102
Cc1ccc(Cl)cc1N1CCN(Cc2cc(=O)n3ccsc3n2)CC1	99	3	96	105	96	0.0	108	100
CC(=O)N/N=C(\C)c1ccc(Br)cc1Br	91	1	96	91	90	-0.1	89	89
Cc1ccc(C(c2nnnn2C(C)(C)C)N(Cc2ccco2)Cc2cccs2)cc1 (configuration not stated)	97	13	90	100	99	0.1	106	88
O=C1NC(NS(=O)(=O)c2ccccc2)(C(F)(F)F)C(=O)N1Cc1cccnc1 (configuration not stated)	94	2	96	102	100	0.1	101	108
CCn1c(SCC(=O)Nc2ccccc2)nc2nc3c(cc2c1=O)COC(C)(C)C3	98	5	97	104	112	-0.1	99	106
Cc1cccc(-c2nc3c(c(SCC(=O)N4CCOCC4)n2)Cc2c(CO)cnc(C)c2O3)c1	95	2	100	94	86	0.2	90	102
Cc1ccsc1/C=N/n1c(-c2ccco2)n[nH]c1=S	103	2	116	93	99	0.0	99	103
O=C(O)CNS(=O)(=O)c1ccc(C2CCCCC2)cc1	100	0	100	105	96	-0.2	94	101
CCc1ccc(CNC(=O)C2CCN(c3nnc(C)c4c(C)n(-c5ccc(C)cc5)nc34)CC2)cc1	106	2	95	102	94	0.4	105	91
Cc1ccsc1C(=O)NNC(=O)C1CCCCC1C(=O)O (configuration not stated)	95	4	90	94	96	0.0	117	82
COc1ccccc1C(=O)NC(CCSC)C(=O)OCC(=O)N1CCCC1=O (configuration not stated)	99	0	90	100	94	0.1	107	82
C[C@H](NC(=O)N1CCn2c1nc1ccccc12)C(=O)NCc1ccc2c(c1)OCO2	92	4	96	105	106	-0.1	95	98
CC1=C(C(=O)OCc2ccccc2)C(c2ccc(C#N)cc2)NC(=O)N1CCCC(=O)O (configuration not stated)	103	1	83	89	104	-0.1	99	112
C=CCc1cccc(/C=C/c2cc(=O)c3ccccc3[nH]2)c1O	93	-1	92	95	90	-0.3	101	105
COc1ccc([C@H]2CC(=O)C=C(/C=C/c3ccc(C(F)(F)F)cc3)C2)cc1	96	-1	98	103	113	0.0	117	112
CC(C)(C)c1nnc(NS(=O)(=O)c2ccc([N+](=O)[O-])cc2)s1	111	.	101	101	94	0.1	104	78
COc1ccc(CCn2c(C)cc(C(=O)CCl)c2C)cc1OC	109	-2	99	103	93	-0.1	105	99
CC(C)NC(=O)c1cc(=O)n(C)c(=O)n1C	95	-2	99	92	96	0.0	97	95
CCN(CC(=O)NCc1cccnc1)S(=O)(=O)c1ccc(OC)cc1	104	-1	102	105	93	-0.4	105	104
CCOc1ccc(NC(=S)NC(=O)/C=C/c2ccc(C)cc2)c([N+](=O)[O-])c1	112	-1	83	82	75	-0.1	90	98
CC(=O)c1ccc(NC(=O)CCOc2cc(C)ccc2C)cc1	80	-1	86	64	74	-0.2	85	93
O=C1CCC([N+](=O)[O-])C(c2ccc(Cl)cc2Cl)N1 (configuration not stated)	99	2	99	103	96	-0.1	106	101
Cn1c(O)c(/C=N/Nc2ccccc2)c(=O)n(C)c1=O	105	58*	108	95	88	0.0	100	88
O=C1/C(=C/c2cccnc2)CC/C1=C\c1cccnc1	102	-1	107	104	104	0.2	110	118
Cc1cc(=O)oc2cc(OCC(=O)NCCCN3CCCC3=O)ccc12	97	7	108	102	97	-0.3	105	96
CCS(=O)(=O)Nc1ccc(C2=NN(S(=O)(=O)CC)C(c3cccs3)C2)cc1 (configuration not stated)	104	1	103	108	105	-0.2	104	98
COc1ccc(C2=CC(=O)C[C@H](c3ccc(OC)cc3)C2)cc1	89	3	84	83	112	0.0	87	99
CSc1nc(N2CCN(c3ccccc3)CC2)cc(N2CCN(c3ccccc3)CC2)n1	97	-6	100	99	99	-0.2	94	110
O=C1C=C(/C=C/c2ccccc2)C[C@@H](c2ccc(F)cc2)C1	99	5	99	102	112	0.0	100	98
Cc1ccc(N(C(=O)CNC(=O)c2ccco2)C(C(=O)NC2CCCC2)c2cccnc2)c(C)c1 (configuration not stated)	106	0	111	104	101	0.0	113	92
CCCCC(=O)Oc1c(S(=O)(=O)c2ccc(C)cc2)c(C)nn1C(C)(C)C	?	-1	?	77[may fluoresce red and violet]	73[may fluoresce red and violet]	0.1	87[may fluoresce red and violet]	103
O=C(O)Cn1c(SCCOc2ccccc2)nc2ccccc21	96	-4	93	98	94	0.3	97	106
S=c1[nH]nc(-c2cc(-c3ccco3)[nH]n2)n1-c1ccccc1Cl	95	6	99	102	94	0.0	93	105
O=C(Nc1ccn(CC(=O)N2CCN(c3ccccn3)CC2)c(=O)n1)OCc1ccccc1	98	-3	106	98	101	0.2	98	126

Brought forward from above: three compounds, then new ones.
SMILES	RPL19A-GFP yeast	AHR activator	CIT2-GFP yeast	AGP1-GFP MLPCN	LAP4-GFP MLPCN	Efflux pump mplx	MEP2-GFP yeast	Yeast superoxide
O=C(O)Cn1c(SCCOc2ccccc2)nc2ccccc21	96	-4	93	98	94	0.3	97	106
S=c1[nH]nc(-c2cc(-c3ccco3)[nH]n2)n1-c1ccccc1Cl	95	6	99	102	94	0.0	93	105
O=C(Nc1ccn(CC(=O)N2CCN(c3ccccn3)CC2)c(=O)n1)OCc1ccccc1	98	-3	106	98	101	0.2	98	126
COc1ccc(C(=O)NC2=Nc3ccccc3N=C(C)C2c2ccccc2)cc1 (configuration not stated)	97	5	97	101	109	-0.2	89	103
CCOC(=O)CNC(=O)Cn1cnc2c(nnn2-c2cccc(OC)c2)c1=O	102	.	94	96	102	0.1	102	90
O=C(NCC1CCCO1)c1ccc2c(c1)OCO2 (configuration not stated)	99	6	96	102	96	0.1	105	103
COc1cccc(CC(=O)Nc2ccc(S(=O)(=O)Nc3nccs3)cc2)c1	99	0	102	94	91	-0.1	100	93
OCc1nnc2c3ccccc3c(-c3ccccc3)nn12	102	4	95	95	104	-0.1	105	127
Cc1cc(NC(=O)COC(=O)Cn2c(C)csc2=O)ccc1Br	97	-3	96	101	100	0.1	102	105
CCOc1cc(C(=O)OCc2ccc(OC)cc2)ccc1OCC(=O)N1CCOCC1	104	1	94	101	111	0.2	106	98
Cc1ccc(OCCC(=O)OCC(=O)Nc2cc(C)cc(C)c2)cc1	100	4	94	101	93	0.1	101	90
COCc1cc(C)nc(SC)c1C#N	93	-1	105	101	96	0.5	97	105
CCOC(=O)c1cccc(-n2c(C)cc(C=O)c2C)c1	97	-1	85	98	101	0.4	88	84
CCc1nnc(NC(=O)c2ccc3c(=O)n4c(nc3c2)CCCCC4)s1	100	6	96	102	108	0.1	102	118
O=C(NCc1cccnc1)c1cccc(NC(=O)c2ccco2)c1	94	7	85	95	102	0.1	103	108
O=C(NCc1ccc(Cl)cc1)C(=O)NCC1OCCN1S(=O)(=O)c1ccc2c(c1)OCCO2 (configuration not stated)	95	0	96	96	104	-0.1	98	84
CC(C)CCOc1ccc(C(=O)O)cc1	95	0	96	100	114	0.1	105	93
CC(C)C(C)NC(=O)CN1C(=O)NC(c2ccccc2)(c2ccccc2)C1=O (configuration not stated)	105	2	109	104	97	0.1	101	108
CCCCCCSc1ccc([C@@H]2[C@@H]3C(=O)N(C)C(=O)[C@@H]3[C@]3(C(=O)OC)CCCCN23)cc1	108	-1	120	116	106	-0.1	105	104
CC(=O)/C(C#N)=C1\NC(=O)C(Cc2ccccc2Cl)S1 (configuration not stated)	102	0	112	102	96	-0.1	113	87
O=C(Nc1ccc2c(c1)OCO2)c1cnn2c1NC(c1ccco1)CC2C(F)(F)F (configuration not stated)	98	21	99	98	97	0.1	106	112
COc1cccc(C2CC(=O)Nc3cc(OC)c(OC)cc32)c1 (configuration not stated)	102	.	103	89	97	0.0	101	108
CC(=O)c1ccc(COC(=O)c2ccccc2NC(=O)C(C)C)cc1	106	-2	102	105	109	0.0	105	93
COc1ccccc1CNC(=O)CCNS(=O)(=O)c1cc(Br)cnc1N	100	4	100	105	102	-0.1	102	98
CSc1n[nH]c(NCc2cccs2)n1	92	1	106	96	90	-0.1	105	85
O=C(CS(=O)(=O)Cc1ccccc1)N1CCN(c2ccccc2F)CC1	106	2	84	86	67	0.4	97	106
Cn1c(=O)c2cc(S(=O)(=O)NC(Cc3ccccc3)C(=O)NCC3CCCO3)ccc2n(C)c1=O (configuration not stated)	105	1	99	94	94	0.0	107	83
COc1cc(C(=O)NCC(c2ccccc2)N(C)C)ccc1OCC(=O)N1CCOCC1 (configuration not stated)	94	0	101	98	104	-0.1	97	100
OCCCN=c1cc(-c2ccccc2)oc2ccc(Cl)cc12	106	4	106	105	104	0.1	104	104
O=C(NCCC(=O)N(Cc1ccco1)Cc1cccs1)c1ccc(Br)cc1	97	1	96	98	109	0.0	110	90
O=C(NCC1CCCO1)c1ccc(NC(=O)c2cccc(Br)c2)cc1 (configuration not stated)	102	-1	107	95	97	-0.1	107	96
CC1=C(C(=O)OC2CCC(C)CC2)C(c2ccc(O)c([N+](=O)[O-])c2)NC(=O)N1 (configuration not stated)	108	2	107	102	98	0.0	113	108
Cn1c(Cn2c(=O)sc3ccccc32)nnc1SCC(=O)NCc1ccc2c(c1)OCO2	96	0	99	101	98	-0.2	99	104
Cn1c(=O)c(/C=C/c2ccccc2)nc2ccccc21	92	53*	89	89	109	0.6	97	145
O=C(COC(=O)Cc1ccsc1)NCc1ccc(Cl)cc1	105	1	104	103	97	-0.1	105	197
CCOCCCNC(=O)c1ccc(N(C)S(=O)(=O)c2ccc(OC)cc2)cc1	101	6	103	105	104	0.1	108	99
COC(=O)C(Cc1ccccc1)NC(=O)CSc1nc(C)cc(=O)[nH]1 (configuration not stated)	101	-2	97	101	101	-0.1	95	101
CCC/C=N/NC(=O)c1ccc(F)cc1	97	4	100	97	98	0.1	102	114
Cc1cc(C)n2c(SCC(=O)Nc3ccccc3C#N)nnc2n1	106	20	96	111	103	0.3	102	97
